Shiga toxin inh: A qHTS for Small Molecule Inhibitors of Shiga Toxin; inhibition, % at 38.7 µM; AID 2315, 2010; Vero cells, Shiga toxin protein synthesis inhibition reporter; 290,000 compounds, 9.2% hits; in the data active means inhibition mostly above about 28%, no sharp cut-off; inactive means mostly below about 43%; further: 0% is about no effect
CHX counter: Cycloheximide Counterscreen for Small Molecule Inhibitors of Shiga Toxin | AID 2314, 2010 | 300,000 compounds, 12% hits | max response, % | cell reporter, cycloheximide protein synthesis inhibition counterscreen; in the data active means max response mostly above about 13%, no sharp cut-off; inactive means mostly below about 14%; further: read at 38.3 µM for the half of the compounds with a filed dose; 0% is about no effect
HCV inhibitor: qHTS Assay for Inhibitors of Hepatitis C Virus (HCV) | Potency, µM (titrated, usually from 41.8 µM), inactives show at the highest dose activity change, negative = inhibition, hits mostly inhibitors | 340,000 compounds, 3.4% hits | Huh7.5.1 HCVcc-Cre infection, luciferase reporter, 44 h; further: potency means the concentration at half of the fitted maximal effect; on the % scale 0 is the no-effect control and ±100 the full control effect
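Antiviral activity was scored by luciferase reporter output from cells infected with HCVcc-Cre (~0.5 moi) in presence of compound, 44 h infection period, cells seeded 1,000/well 4 h prior.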
Tb PYK inh: qHTS of Trypanosoma Brucei Inhibitors; pyruvate kinase (Trypanosoma brucei), Q57TT1; TbPYK enzyme, Kinase-Glo Plus ATP luminescence, 45 min; 410,000 compounds, 0.12% hits; Potency, µM (doses to about 76.8 µM), without a hit: at the highest dose activity, negative = inhibition, most hits filed as inhibitors; AID 624173, 2012; further: potency means the concentration at half of the fitted maximal effect; on the % scale 0 is the no-effect control and ±100 the full control effect; nearly all actives have a fitted effect of over 50% in size
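Screened from lowest to highest concentration, compounds were pinned into TbPYK/substrate mixtures, and ADP (130 uM final) was added. Plates sat at room temperature for 45 min prior to Kinase-Glo Plus detection by luminescence.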
LmPK inh: qHTS Assay for Inhibitors of Leishmania Mexicana Pyruvate Kinase (LmPK); purified LmPK, Kinase-Glo ATP luminescence, 1 h; Potency, µM (series often up to 57.5 µM), inactives show at the top dose activity change, negative = inhibition, actives largely listed as inhibitors; 290,000 compounds, 0.37% hits; AID 1721, 2009; further: potency means the concentration at half of the fitted maximal effect; on the % scale 0 is the no-effect control and ±100 the full control effect
Target sequence (Q27686 whole entry, looked up): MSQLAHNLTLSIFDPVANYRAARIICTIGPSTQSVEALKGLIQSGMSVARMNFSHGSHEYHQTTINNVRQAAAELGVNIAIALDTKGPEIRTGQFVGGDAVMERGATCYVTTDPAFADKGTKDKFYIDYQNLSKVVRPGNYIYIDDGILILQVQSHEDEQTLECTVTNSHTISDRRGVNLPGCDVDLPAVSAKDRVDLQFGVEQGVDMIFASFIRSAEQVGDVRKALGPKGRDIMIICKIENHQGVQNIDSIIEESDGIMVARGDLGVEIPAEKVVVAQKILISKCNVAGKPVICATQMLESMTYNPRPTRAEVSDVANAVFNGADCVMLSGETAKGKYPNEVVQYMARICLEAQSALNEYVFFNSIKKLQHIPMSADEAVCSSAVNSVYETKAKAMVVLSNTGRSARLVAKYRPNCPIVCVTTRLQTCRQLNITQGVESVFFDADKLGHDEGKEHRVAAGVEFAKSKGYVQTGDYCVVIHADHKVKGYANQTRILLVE
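In 50 mM imidazole pH 7.2 with 7 mM MgCl2, LmPK (0.1 nM) turned over PEP (0.5 mM) and ADP (0.1 mM) for 1 h at room temperature. Luciferase read-out of ATP.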
Pf growth 96h: Primary qHTS for delayed death inhibitors of the malarial parasite plastid, 96 hour incubation; P. falciparum luciferase reporter growth, 96 h; Potency, µM (highest dose often 28.7 µM), for inactives: top-dose activity change, negative = inhibition, hits mostly inhibitors; 320,000 compounds, 6.9% hits; further: potency means the concentration at half of the fitted maximal effect; on the % scale 0 is the no-effect control and ±100 the full control effect
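Delayed-death screen, second-generation endpoint: infected erythrocytes, 2% hematocrit, 0.05% parasitemia final; 96 hours at 37 C, 5% CO2; luciferase detection reagent; luminescence decrease equals reduced growth.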
Pf growth 48h: Primary qHTS for delayed death inhibitors of the malarial parasite plastid, 48 hour incubation; P. falciparum luciferase growth in erythrocytes, 48 h; Potency, µM (series often up to 28.7 µM), without a hit: at the highest dose activity change, negative = inhibition, actives largely listed as inhibitors; 310,000 compounds, 5.9% hits; further: potency means the concentration at half of the fitted maximal effect; on the % scale 0 is the no-effect control and ±100 the full control effect
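Parasite viability was followed by luminescence of a genomically integrated firefly luciferase. Cultures held 0.1% parasitemia at 2% hematocrit (final), incubated under 5% CO2 at 37 C.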
* = called active by the depositor; ? = inconclusive; . = not tested or not shown; [ ] = remark or other dose. Unless noted, the call rests on the fitted dose curve; in most records, active means well fitted curve in the direction sought with a large enough effect; inconclusive means small, poorly fitted or top-dose-only effect, or another doubt; inactive means no such curve, though single readings can be large; an effect the other way counts as inactive or inconclusive.

SMILES	Shiga toxin inh	CHX counter	HCV inhibitor	Tb PYK inh	LmPK inh	Pf growth 96h	Pf growth 48h
CNC(=O)c1cc(NC(=O)CCn2nc(-c3ccc(C)cc3)c3ccccc3c2=O)ccc1OC	-8	-2	-2%	7%	-5%	?	0%
O=C(c1cc(S(=O)(=O)N2CCCCC2)ccc1F)N1CCCCC1	-13	-2	10%	-13%	-1%	?	2.3µM*
S=C(NCCc1ccccc1)Nc1nccs1	.	.	-5%	-15%	.	?	-26%
Cc1ccc(/C=c2\s/c(=C(/C#N)C(=O)N3CCCC3)n(Cc3ccco3)c2=O)s1	21	9	?	-12%	-2%	20%	?
O=C(NN/C(=N/S(=O)(=O)c1ccc(Cl)cc1)c1ccccc1)c1ccc(O)cc1	56*	67*	43%[activator]	5%	-24%	146%[activator]	197%[activator]
CCc1ccc(/C=C2\SC(=S)N(CCC(=O)Nc3cc(C)on3)C2=O)cc1	20	6	6%	0%	0%	47%[activator]	16%
O=C(N/C(=C/c1ccccc1)C(=O)N1CCOCC1)c1ccc([N+](=O)[O-])cc1	22	4	-5%	-10%	-1%	?	8%
Clc1ccccc1Sc1ccc(-c2ccccn2)s1	38	8	-21%	-3%	0%	-3%	7%
CCN1C(=O)CC(NCc2ccc(S(N)(=O)=O)cc2)C1=O (stereo unspecified)	-16	-2	18%	-2%	-5%	0%	10%
COc1ccccc1NC(=O)C1CCCN(c2ncnc3c2nc2n3CCCCC2)C1 (stereo unspecified)	1	-3	?	-3%	0%	?	?
COC(=O)C(C(=O)OC)=C(/C=C/N(C)C)N(C)C	-29	-5	22%	-7%	-2%	.	7%
Cc1ccc(C(=O)/C=C2\NCCNC2=O)cc1	10*	32*	6%	-1%	?	-29%	162%[activator]
COc1ccc(NC(=O)c2nnn(Cc3ccc(SC)cc3)c2N)c(OC)c1	-5	-3	-14%	-6%	6%	-23%	.
COc1ccccc1N1CCN(C2CCC(C)CC2)CC1 (stereo unspecified)	8	-2	-15%	-5%	-3%	-11%	3%
CCCCc1nnc(NC(=O)CS(=O)(=O)Cc2ccccc2)s1	-13	-5	18%	-21%	2%	.	1%
Cc1cc(N(C)/N=C/c2ccccc2)nc(-c2ccccc2O)n1	-10	-1	?	2%	6%	0%	?
CC(C)C(c1nnnn1Cc1ccco1)N1CCC(C(N)=O)CC1 (stereo unspecified)	2	-3	-2%	-10%	7%	?	?
Cc1c(NC(=O)Oc2ccccc2)sc(=S)n1C	-26	-6	27%	0%	5%	-27%	.
CN(C)CCNC(=O)Cn1ccc2cc(S(=O)(=O)N3CCCCC3)ccc21	-7	-4	1%	-3%	8%	16%	6%
CC(Oc1ccc(C(C)(C)C)cc1)c1ccnc2nc(/N=C/N(C)C)nn12 (stereo unspecified)	-12	-1	?	-6%	1%	?	-27%
OCCC1CN(Cc2cccn2-c2cccnc2)CCN1Cc1ccc(F)cc1 (stereo unspecified)	-10	-4	-6%	1%	-5%	47%[activator]	2%
CN(C)CCCC1(O)c2ccccc2CCc2ccccc21	-14	-4	-12%	2%	1%	22%	-5%
COc1ccc(-c2csc(N(CCc3ccc(OC)c(OC)c3)C(=O)COc3ccccc3)n2)cc1	-4	5	4%	2%	1%	11%	10µM*
COc1ccc(C)cc1NC(=O)CO/N=C(\N)CC(=O)Nc1ccccc1OC	.	.	?	0%	.	?	?
COc1cc2c(cc1OC)C1(Nc3c-2c(Cc2ccccc2)nn3-c2ccccc2)C(=O)Nc2ccccc21 (stereo unspecified)	22	3	?	-10%	-4%	23%	.
SMILES	Shiga toxin inh	CHX counter	HCV inhibitor	Tb PYK inh	LmPK inh	Pf growth 96h	Pf growth 48h
Cc1onc(-c2ccccc2Cl)c1C(=O)NCc1ccc(F)cc1	-7	-1	9%	1%	-15%	?	8%
COCC1CCCCN1C(=O)c1cccc(OC2CCN(C(=O)C3CC3)CC2)c1 (stereo unspecified)	81*	50*	-7%	28%	-10%	26%	?
CCCCN(CCO)c1ncnc2sc(-c3ccccc3)cc12	-2	-4	18µM*	3%	-3%	-3%	.
CCOC(=O)c1cc(-c2ccc(F)cc2)n(CCC(=O)NC2CCN(Cc3ccccc3)CC2)c1C	-14	-9	4µM*	1%	7%	?	?
CCOc1ccc(C2c3[nH]c4ccccc4c3C[C@H]3C(=O)N(C4CCN(Cc5ccccc5)CC4)CC(=O)N23)cc1OC (stereo partly specified)	-8	-3	?	-4%	0%	?	4%[0.00184 µM]
CCc1c(C)nc(SCC(=O)NNC(=O)Cc2ccc(OC)cc2)[nH]c1=O	8	-1	9%	9%	2%	18%	20%
O=C(c1cc2c(ccc3ccccc32)oc1=O)N1CCCC1	-9	-1	3%	-3%	2%	15%	5%
CC(CN1CCOCC1)OC(=O)CCc1ccccc1 (stereo unspecified)	11	-2	-3%	1%	-7%	-7%	59%[activator]
O=C(Cn1c(SCC(=O)N2CCCc3ccccc32)nc2ccccc21)N1CCCC1	-5	1	-4%	-3%	-4%	?	?
O=C(NCc1ccc2c(c1)OCO2)c1cccc(F)c1	23	12	20%	-2%	-6%	5%	23%
Cc1c(C)c2ccc(OC(C)C(=O)NCCc3c[nH]c4ccccc34)cc2oc1=O (stereo unspecified)	-2	1	?	1%	-4%	?	?
O=C(CCc1ccccc1)NNC(=O)COc1ccc(Cl)cc1	-15	1	-6%	-5%	-3%	-18%	5%
N=c1c[n+](C2CCCCC2)[n-]o1	4	1	6%	0%	0%	10%	-1%
CC(=O)Nc1ccc(OS(=O)(=O)c2ccc(Cl)cc2)cc1	40*	12	4%	4%	1%	28%	?
COc1ccc2c(c1)C=C(C(=O)OCc1cccnc1)CO2	15	12	-2%	2%	4%	93%[activator]	10%
Cc1cccnc1Nc1nc(-c2ccc(O)c(O)c2)cs1	80*	45*	?	-16%	-4%	-72%	.
CN(C)CC(C)(C)CN=Cc1c(O)[nH]c2ccccc12	27	-2	17%	2%	-14%	-8%	5%
COC(=O)c1nnn(CC(=O)NC(=O)Nc2cccc(Cl)c2C)c1C(=O)OC	-4	2	3%	-1%	12%	?	24%
C=CCn1c2ccccc2c2nnc(SCC(=O)O)nc21	-4	-3	-11%	-3%	-24%	36%[activator]	-5%
CS(=O)(=O)Nc1ccc(C(=O)Nc2ccc3c(c2)OCCO3)cc1	55	25*	-15%	6%	-15%	97%[activator]	.
COc1ccc(S(=O)(=O)Nc2ccccc2C(=O)NC2CC2)cc1NC(C)=O	.	.	1%	1%	.	10%	-7%
C=CCn1cc(C(=O)OCC)c(=O)c2ccc(F)cc21	22	-5	?	-6%	0%	56%[1.15 µM]	-25%
CSCCC(NS(=O)(=O)c1ccc(Cl)cc1)C(=O)OCC(=O)N(C(C)C)C(C)C (stereo unspecified)	-3	-2	8%	0%	13%	6%	.
CC1CCN(C(=O)C2CCN(S(=O)(=O)c3cccnc3)CC2)CC1	-6	-3	5%	2%	-3%	11%	.
CC(=O)NC(c1ccccc1)c1c(O)ccc2ccccc12 (stereo unspecified)	-5	-5	18%	1%	-1%	-13%	7%

Next section (2 carried over from the part before).
SMILES	Shiga toxin inh	CHX counter	HCV inhibitor	Tb PYK inh	LmPK inh	Pf growth 96h	Pf growth 48h
CC1CCN(C(=O)C2CCN(S(=O)(=O)c3cccnc3)CC2)CC1	-6	-3	5%	2%	-3%	11%	.
CC(=O)NC(c1ccccc1)c1c(O)ccc2ccccc12 (stereo unspecified)	-5	-5	18%	1%	-1%	-13%	7%
CCc1c(C)sc(NC(=O)c2cccs2)c1C(=O)OC(C)C	-6	-1	?	-3%	0%	13%	16%
c1ccc(-c2ccc(-c3nc(-c4ccncc4)no3)cc2)cc1	82	35*	-24%	-11%	8%	-27%	.
Cn1cnc([N+](=O)[O-])c1Nc1ccc(O)cc1	-10	19	4%	-1%	5%	?	-10%
CC(=O)N(C1=C(N)C(=O)c2ccccc2C1=O)C(C)C	-12	2	4%	-18%	-20%	9.3µM*	13µM*
CN(C)c1ccc(C(CNC(=O)c2ccc(C#N)cc2)c2c[nH]c3ccccc23)cc1 (stereo unspecified)	-2	-4	?	-6%	2%	?	?
C=CCNc1nc2c(c(=O)n(C)c(=O)n2C)n1CC(=C)C	-7	1	3%	-2%	3%	?	35%[activator]
O=C(NC1CCCC1)C(c1ccccn1)N(C(=O)c1csnn1)c1ccccc1Cl (stereo unspecified)	-8	-7	13%	-5%	2%	?	-6%
O=C1CN(C(=O)COc2ccccc2F)c2ccccc2N1	15	-6	17%	-8%	-3%	?	-7%
O=C(CN1CCCC1)N/N=C/c1ccc(-c2cccc(Cl)c2)o1	73	11	-10%	-2%	2%	0%	43%[activator]
Cc1nn(CCCC(=O)NCc2ccccc2)c(=O)c2nccn12	-1	-4	8%	-4%	-4%	1µM*	9%
Cc1cc(NS(=O)(=O)c2ccc(NC(=O)C3CCCCC3)cc2)no1	12	-3	-16%	-1%	5%	-5%	32%[activator]
CC(Oc1ccc(F)cc1)C(=O)NN (stereo unspecified)	-7	3	24%	4%	0%	4%	-5%
O=C(Nc1ccccc1C(=O)O)c1ccc(NC(=O)C2CCCCC2)cc1	-7	-3	19%	-22%	-4%	?	-8%
CS(=O)(=O)c1ccc(NC(=O)c2cccc(-n3cnnn3)c2)cc1	.	.	3%	1%	.	?	?
CCOC(=O)c1ccc(N2C(=O)c3cccc4c(C(=O)O)ccc(c34)C2=O)cc1	.	1	6%	-3%	-5%	?	-6%
COc1cc(OC)c(NC(=S)NCc2ccccc2)cc1Cl	-12	-4	-16%	-1%	12%	?	-5%
CC1(c2ccccc2)CC2CC(c3ccccc3)N1O2 (stereo unspecified)	9	4	.	3%	-6%	.	?
O=C(COC(=O)c1cccnc1Cl)NCCC1=CCCCC1	17	13	7%	3%	1%	40%[activator]	-4%
Cc1ccc2nc(NCc3ccccc3)c(C#N)cc2c1	36	20	-17%	-1%	1%	1%	-4%
Cc1ccc(-n2nnnc2SCC(=O)NC(C(=O)O)(c2ccccc2)c2ccccc2)cc1C	-3	-8	7%	-1%	4%	44%	-4%
Cc1ccccc1CN1CCN(CC(=O)NC(C)c2ccccc2)CC1 (stereo unspecified)	20	0	-7%	5%	1%	-4%	37%[activator]

Full records, looked up by structure.
COc1cc(OC)c(NC(=S)NCc2ccccc2)cc1Cl reads Shiga toxin inh = -12; CHX counter = -4; HCV inhibitor = -16%; Tb PYK inh = -1%; LmPK inh = 12%; Pf growth 96h = ?; Pf growth 48h = -5%
O=C(Nc1ccccc1C(=O)O)c1ccc(NC(=O)C2CCCCC2)cc1 reads Shiga toxin inh = -7; CHX counter = -3; HCV inhibitor = 19%; Tb PYK inh = -22%; LmPK inh = -4%; Pf growth 96h = ?; Pf growth 48h = -8%

Bioassay records: PubChem, National Center for Advancing Translational Sciences (NCATS)
